# Screening results: PubChem, several laboratories
# ABCB6 inh 2: ABCB6 transporter inhibitors, primary screen, K562-ABCB6 cells, flow cytometry, MLPCN library; K562-ABCB6 porphyrin accumulation, 1 h; hits give low values; fluorescence ratio to DMSO, % at 10 µM; 360,000 tested, 0.19% active; AID 602162, 2011;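 active = fluorescence ratio to DMSO below 75%, the collection mean minus 3 SD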;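 also: signal is porphyrin accumulated inside mitochondria; 100% equals median channel fluorescence of DMSO control wells; lower ratio means ABCB6 inhibition with less porphyrin fluorescence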
# Target sequence (Q9NP58 whole entry, looked up): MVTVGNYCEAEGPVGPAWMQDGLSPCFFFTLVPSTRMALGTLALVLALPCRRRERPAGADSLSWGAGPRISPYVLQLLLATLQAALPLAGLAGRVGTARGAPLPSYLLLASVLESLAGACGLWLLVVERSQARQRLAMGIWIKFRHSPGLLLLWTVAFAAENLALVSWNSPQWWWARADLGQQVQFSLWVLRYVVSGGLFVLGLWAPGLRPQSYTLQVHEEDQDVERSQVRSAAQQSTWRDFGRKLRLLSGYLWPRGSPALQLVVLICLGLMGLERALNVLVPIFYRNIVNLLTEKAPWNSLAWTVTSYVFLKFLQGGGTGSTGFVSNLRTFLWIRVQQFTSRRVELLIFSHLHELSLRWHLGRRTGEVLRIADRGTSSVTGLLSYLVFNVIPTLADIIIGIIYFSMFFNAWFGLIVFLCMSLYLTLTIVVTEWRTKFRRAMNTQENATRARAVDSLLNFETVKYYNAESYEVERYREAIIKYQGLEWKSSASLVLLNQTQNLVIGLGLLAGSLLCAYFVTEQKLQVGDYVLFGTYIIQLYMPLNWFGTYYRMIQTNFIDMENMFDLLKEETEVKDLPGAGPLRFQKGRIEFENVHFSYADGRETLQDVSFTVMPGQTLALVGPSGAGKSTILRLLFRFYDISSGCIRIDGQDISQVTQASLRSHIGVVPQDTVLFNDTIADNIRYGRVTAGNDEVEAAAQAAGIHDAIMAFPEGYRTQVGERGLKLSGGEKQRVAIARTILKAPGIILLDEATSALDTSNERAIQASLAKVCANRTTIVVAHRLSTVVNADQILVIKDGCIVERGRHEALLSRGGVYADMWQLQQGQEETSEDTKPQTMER
# PDI inh: inhibitors of human PDI, primary screen, biochemical, turbidity, single point, plate reader. Protein disulfide-isomerase (Homo sapiens), P07237. PDI insulin aggregation turbidity, A650, 90 min. inhibition, % at 10 µM. 350,000 tested, 0.052% active;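 active = mean inhibition across replicates of 30% or more, whatever share of single replicates reach that level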;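 also: absorbance from insulin aggregation driven by PDI reduction with DTT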
# CaV13 ICDI inh: Primary screen for inhibitors of IQ motif and Ca2+-dependent inactivation inhibitor domain binding in CACNA1D, Förster resonance energy transfer in living cells, …. HEK cells, CFP/YFP FRET ICDI-IQ, plate reader, 10 min; percent FRET-ratio fall versus neutral wells. inhibition, % at 12.3 µM. 340,000 tested, 0.098% active;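 active = mean replicate inhibition of at least 30% and at least 1% of replicates passing that level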;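 also: 0% = median of the neutral control wells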
# m5-HT2A agonist: mouse Htr2a agonists via beta-arrestin recruitment, primary screen, cell-based, luminescence; 5-hydroxytryptamine receptor 2A (Mus musculus), P35363; CHO-K1 mHTR2A beta-arrestin complementation; percent of 30 µM serotonin response; activation, % at 7.6 µM; 360,000 tested, 0.66% active; AID 624169, 2012;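 active = activation above a run cutoff, the mean activation of all tested compounds plus 3 SD, cut at about 14% in these data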;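 also: 0% = plate median of compound wells and 100% = 30 µM serotonin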
# MC4R ag barr: MC4R agonists recruiting beta-arrestin, primary screen, cell-based, luminescence, agonist arm of biased-ligand search; Melanocortin receptor 4 (Homo sapiens), P32245; 360,000 tested, 0.98% active; U2OS MC4R beta-arrestin complementation; percent of melanotan II response, DMSO zero; AID 540308, 2011; activation, % at 8.9 µM;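 active = activation above a per-plate cutoff, the mean activation of sample wells on that plate plus 3 SD, cut at about 8% in these data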
# Granule exo inh: LAMP-1 surface exposure blockers, TALL-104 cells – cell-based, flow cytometry, MLPCN library, primary screen; inhibition, % at 10 µM; AID 651702, 2012; 360,000 tested, 0.66% active; TALL-104 LAMP-1 surface exposure; cells stimulated with thapsigargin and PMA;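 active = inhibition above about 55%, limit read from the data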
# Cardio protect: cardioprotection against H2O2-induced cell death, primary screen, uHTS, H9c2 cells, ATPLite luminescence; H9c2 cardiomyocytes, H2O2 injury protection, 2 h; protection from H2O2 cell death, % at 20 µM; 360,000 tested, 0.63% active;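 active = compounds giving at least 50% protection of heart cells from peroxide-induced death in the single-dose screen, raw or plate-pattern-corrected value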;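 also: 0% = DMSO wells with peroxide and 100% = DMSO wells without peroxide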
# MC4R antagonist: MC4R antagonists of cAMP signaling, primary screen, cell-based, TR-FRET, antagonist arm of biased-ligand search | Melanocortin receptor 4 (Homo sapiens), P32245 | MC4R-expressing cells, MTII-stimulated cAMP, LANCE TR-FRET | inhibition, % at 6.5 µM | 360,000 tested, 0.48% active;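 active = inhibition above its plate's cutoff, the mean of tested wells on that plate plus 3 SD, cut at about 29% in these data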;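 also: 0% = Melanotan II alone and 100% = Melanotan II plus saturating MCL0020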
#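 Assay system: U2OS-MC4R stable cell line; Also added: Melanotan II; Technique: Eu-cAMP/anti-cAMP TR-FRET, emission 671 nm; Times: 30-min compound, 1-h challenge, 1-h detection, room temperature.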
# N-glyco inh: increase of ERlucT glycosylation luciferase signal, primary screen, N-linked glycosylation inhibitor project, D54 ERlucT cells, luminescence, set 2; D54 ERlucT glycosylation luciferase reporter, 24 h; percent of 100 nM tunicamycin response; reporter increase, % at 12.5 µM; 360,000 tested, 0.23% active;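 active = mean luciferase reporter signal, scaled so untreated is 0 and the glycosylation-blocking control 100, at or above a set limit in every replicate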;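 also: luciferase carries N-glycosylation sites so blocking glycosylation raises the light; 0% = median of neutral control wells and 100% = median of 100 nM tunicamycin wells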
# ABHD5 PLIN5 PPI: ABHD5-PLIN5 interaction inhibitors, primary screen, cell lysate, split luciferase complementation, luminescence; inhibition, % at 4 µM; Split G. princeps luciferase complementation, 4 h; 360,000 tested, 0.78% active; Perilipin-5 (Homo sapiens) + 1-acylglycerol-3-phosphate O-acyltransferase ABHD5 (Homo …; AID 602281, 2012;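 active = inhibition above the mean inhibition across every tested compound plus 3 SD, cut at about 22% in these data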;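 also: 0% = DMSO only wells and the 100% control is not disclosed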
# An asterisk follows results filed as active; / = not tested or not shown.
# Short forms: A = ABCB6 inh 2; B = PDI inh; C = CaV13 ICDI inh; D = m5-HT2A agonist; E = MC4R ag barr; F = Granule exo inh; G = Cardio protect; H = MC4R antagonist; I = N-glyco inh; J = ABHD5 PLIN5 PPI
> CCN(CC)C(=O)Cn1cc(C(=O)C(=O)NCCCN2CCCCC2)c2ccccc21
  A: 98	B: -3	C: -6	D: 4	E: -2.7	F: 0	G: 7	H: -8	I: -4	J: 2

> Cc1ccc(SCCSc2nc(C)cc(=O)[nH]2)cc1
  A: 96	B: -11	C: -5	D: -2	E: -0.9	F: -1	G: -5	H: 0	I: 3	J: -4

> Cc1ccsc1C(=O)OCC(=O)N1CC(C)CC(C)C1 (centres undefined)
  A: 100	B: -9	C: -5	D: -4	E: 1.6	F: 0	G: 2	H: 16	I: 3	J: -6

> O=C(NCCCNCCCNC(=O)c1ccccn1)c1ccccn1
  A: 91	B: -7	C: -4	D: 3	E: -1.6	F: 0	G: -1	H: 14	I: 0	J: -1

> CN(C(=O)CN1C(=O)c2cc(Cl)c(Cl)cc2C1=O)C1CCS(=O)(=O)C1 (centres undefined)
  A: 98	B: -5	C: -4	D: 3	E: -2.0	F: 1	G: 3	H: 14	I: 4	J: 1

> CCN1CCN(C(=O)/C=C/c2cccc(Cl)c2)CC1
  A: 92	B: -7	C: -2	D: -3	E: -3.4	F: 0	G: 0	H: -1	I: 1	J: 0

> Cc1c(C(=O)NCC(c2ccco2)N2CCCC2)sc2ccccc12 (centres undefined)
  A: 94	B: -12	C: -6	D: -6	E: -0.2	F: 0	G: -1	H: 4	I: 6	J: 3

> CCN(CC(=O)NCc1cccs1)C(=O)c1cccc(S(=O)(=O)N(CC)c2ccccc2)c1
  A: 106	B: -3	C: -5	D: 0	E: 0.1	F: 1	G: 0	H: 0	I: -1	J: 13

> O=C(Nc1ccccc1N1CCOCC1)c1ccc(F)c(S(=O)(=O)N2CCOCC2)c1
  A: 97	B: 8	C: -2	D: 1	E: -2.0	F: -1	G: 6	H: -4	I: 0	J: 1

> CC(C)(C)c1ccc(OCc2ccc(C(=O)N/N=C3\CC4CC=CC34)cc2)cc1 (centres undefined)
  A: 91	B: -3	C: -9	D: 2	E: 6.4	F: 0	G: 4	H: 0	I: -1	J: -2

> CCOC(=O)c1sc(-c2ccccc2)nc1C
  A: 103	B: 1	C: -5	D: 0	E: 6.5	F: -2	G: -8	H: 16	I: 0	J: -5

> COc1ccc(CCCC(=O)NCc2ccccc2)cc1C
  A: 97	B: -11	C: -2	D: -2	E: -0.6	F: 1	G: 5	H: -13	I: 17	J: 2

> N#CCC(=O)Nc1ccc(C(=O)NNC(=O)c2ccccc2-n2cccc2)cc1
  A: 98	B: 4	C: -5	D: 3	E: -0.7	F: -4	G: -3	H: -3	I: 1	J: 16

> Cc1ccc2c(c1)N(CC(=O)NC1CCC(C)CC1)C(=O)CO2 (centres undefined)
  A: 103	B: 4	C: -4	D: -2	E: -2.2	F: -3	G: 1	H: -10	I: -1	J: -7

> CC1(C(=O)O)CCC(C(=O)Nc2cccc(F)c2)C1(C)C (centres undefined)
  A: 101	B: 1	C: -4	D: 0	E: 0.9	F: -7	G: 4	H: 1	I: 0	J: 3

> Cc1ccc(CNS(=O)(=O)c2cc3c4c(c2)CCN4C(=O)CC3)cc1
  A: 101	B: -4	C: -7	D: -1	E: -2.2	F: 1	G: -3	H: 16	I: -1	J: 4

> CC1CCCN(S(=O)(=O)c2cc(Cl)ccc2Cl)C1 (centres undefined)
  A: 99	B: 2	C: -8	D: -3	E: 1.2	F: 1	G: -5	H: 5	I: -1	J: -9

> O=S(=O)(Nc1ccc2c(c1)OCCO2)c1ccc(F)c(F)c1
  A: 99	B: 9	C: -2	D: 5	E: -1.5	F: -6	G: -6	H: -3	I: 0	J: -3

> Clc1ccc(-c2nc3c4ccccc4ccn3c2Cc2cccc(Cl)c2)cc1
  A: 111	B: /	C: -6	D: -1	E: /	F: 0	G: /	H: /	I: /	J: -3

> NC(=S)N/N=C/c1ccccc1OC(=O)/C=C/c1ccccc1
  A: 94	B: 9	C: -16	D: 3	E: 0.6	F: 3	G: -12	H: -6	I: 0	J: 2

> COc1ccc(-c2cc(C)no2)cc1S(=O)(=O)NCc1ccc(OC(C)C)cc1
  A: 92	B: -6	C: -4	D: -3	E: -1.1	F: -5	G: -1	H: 12	I: 3	J: -1

> CN(Cc1ccccc1)C(=O)c1csc([C@H]2C[C@H](O)[C@@H](CO)O2)n1
  A: 93	B: 4	C: -5	D: 3	E: -1.8	F: 2	G: -4	H: 5	I: 2	J: -4

> COc1cc(C(=O)c2ccccc2C(=O)O)c(OC)c2c1CCCC2
  A: 87	B: 3	C: -6	D: 0	E: 1.1	F: -4	G: 5	H: 9	I: -1	J: -3

> CC(=O)c1ccc(Sc2ccccn2)c([N+](=O)[O-])c1
  A: 92	B: -2	C: -2	D: 3	E: 0.5	F: -6	G: 4	H: -2	I: -1	J: 4

> C[C@H]1O[C@H](O[C@H]2[C@H](O[C@@H]3CC[C@@]4(C)C(CC[C@]5(C)C4CC=C4[C@@H]6CC(C)(C)CC[C@]6(C(=O)O[C@@H]6O[C@H](CO)[C@@H](O)[C@H](O)[C@H]6O)CC[C@]45C)C3(C)C)O[C@H](C(=O)O)[C@@H](O)[C@@H]2O)[C@@H](O)[C@@H](O)[C@@H]1O (some centres undefined)
  A: 101	B: /	C: /	D: -2	E: 0.2	F: -7	G: 2	H: -1	I: 0	J: 7

> NS(=O)(=O)c1ccc(NC(=O)c2cccc3ccccc23)cc1
  A: 97	B: -6	C: -5	D: -1	E: 0.3	F: -7	G: 0	H: -2	I: 0	J: 4

> Cc1cc(C)cc(NC(=S)/C(=C(\[O-])c2ccc(Cl)cc2Cl)[n+]2ccccc2)c1
  A: 103	B: 8	C: -4	D: 5	E: 2.0	F: -2	G: 3	H: -7	I: -2	J: 4

> COc1ccc(C2C(C(=O)Nc3cc(C)on3)c3ccccc3C(=O)N2C)cc1 (centres undefined)
  A: 105	B: 2	C: /	D: 0	E: -0.9	F: 1	G: -1	H: 4	I: -2	J: 2

> Nc1ccc(-c2nc3ncccc3o2)cc1
  A: 102	B: 1	C: -3	D: 2	E: -1.5	F: -1	G: -8	H: 9	I: 2	J: 1

> COc1ccc(NC(=O)Cc2c(C(=O)O)n(C)c3ccccc23)cc1OC
  A: 100	B: -5	C: -5	D: 0	E: 2.4	F: 4	G: 3	H: -1	I: -2	J: 0

# More compounds:
# Sequence of screens: ABCB6 inh 2, PDI inh, CaV13 ICDI inh, m5-HT2A agonist, MC4R ag barr, Granule exo inh, Cardio protect, MC4R antagonist, N-glyco inh, ABHD5 PLIN5 PPI
- CC(C)NC(=O)NC(=O)CSc1nnc(-c2ccccc2F)n1N
→ 95, -3, -6, 0, -3.9, -6, 25, 7, 5, -2
- CC1CCc2cc(F)ccc2N1C(=O)c1cnc2sccn2c1=O (centres undefined)
→ 96, /, -5, 0, 0.1, 12, 5, 7, 1, 9
- CCOC(=O)CNC(=O)N1CCCC(CCC(=O)NCc2ccc(F)c(F)c2)C1 (centres undefined)
→ 98, -15, -7, 1, -3.1, -2, -2, 4, 2, -2
- NC(=O)Cn1nc([N+](=O)[O-])nc1Oc1ccccc1F
→ 96, 1, -3, 0, -0.1, 5, -2, 7, 2, 4
- CSc1ncc(C(=O)NCCCc2ccccc2)c(C)n1
→ 97, 5, -3, -5, -1.5, -4, 1, -2, -1, -6
- CC(=O)N1CCN(c2ccc(NCc3ccc(-c4ccc(Br)cc4)o3)cc2)CC1
→ 101, -3, -9, -1, -0.9, 6, -4, 0, 3, -6
- COCCNC(=O)/C(C#N)=C/c1ccc(C(=O)O)cc1
→ 96, -1, -3, -3, -0.7, -1, 3, -3, 2, -1
- CCCCC(=O)Nc1nnc(S(=O)(=O)N(CC)c2ccccc2)s1
→ 103, -13, -21, 4, 0.4, 2, 5, -1, -2, -1
- COCc1ccc(C(=O)NC2CC(C)(C)Cc3c2cnn3-c2ccc(OC)cc2)o1 (centres undefined)
→ 102, -20, -5, 0, -2.8, 9, 2, -4, -1, 1
- Cn1c(C(=O)OC(C(=O)NCc2ccco2)c2ccncc2)cc2sccc21 (centres undefined)
→ 96, 0, -9, -4, -2.6, -4, 4, 8, -1, 6
- CCOC(=O)NNC(=O)C1CCC(C)CC1 (centres undefined)
→ 103, -3, -6, 2, -3.0, -1, 2, 1, 1, 0
- CCC1(C)Cc2c(sc3c2c(=O)n(C)c2nnc(SCc4ccccc4)n32)CO1 (centres undefined)
→ 109, -14, -8, 3, -0.6, 5, 5, 7, 0, -4

# Not a retest: an excerpt of the list.
# Sequence of screens: ABCB6 inh 2, PDI inh, CaV13 ICDI inh, m5-HT2A agonist, MC4R ag barr, Granule exo inh, Cardio protect, MC4R antagonist, N-glyco inh, ABHD5 PLIN5 PPI
- CC(C)NC(=O)NC(=O)CSc1nnc(-c2ccccc2F)n1N
→ 95, -3, -6, 0, -3.9, -6, 25, 7, 5, -2
- CC1CCc2cc(F)ccc2N1C(=O)c1cnc2sccn2c1=O (centres undefined)
→ 96, /, -5, 0, 0.1, 12, 5, 7, 1, 9
- CCOC(=O)CNC(=O)N1CCCC(CCC(=O)NCc2ccc(F)c(F)c2)C1 (centres undefined)
→ 98, -15, -7, 1, -3.1, -2, -2, 4, 2, -2
- NC(=O)Cn1nc([N+](=O)[O-])nc1Oc1ccccc1F
→ 96, 1, -3, 0, -0.1, 5, -2, 7, 2, 4
- CSc1ncc(C(=O)NCCCc2ccccc2)c(C)n1
→ 97, 5, -3, -5, -1.5, -4, 1, -2, -1, -6
